Screens deposited in PubChem BioAssay by National Center for Advancing Translational Sciences (NCATS).
FBPA coupling cs = qHTS Assay for Inhibitors of Fructose-1,6-bisphosphate Aldolase from Giardia Lamblia: Coupling assay counterscreen; coupling enzyme system counterscreen, AmpLite Red fluorescence; activity change, negative = inhibition, % at 58.2 µM, hits read low; 0.67% of 290,000 active; in the data active means activity change below about -30%
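First, compound is pin-transferred into glyceraldehyde-3-phosphate coupling-enzyme reagent at 57.5 uM final and held 10 min at RT. Next, substrate, coupling system and AmpLite Red are added. After 20 min RT, fluorescence (525/598 nm) is read.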
BCR signal inh = qHTS Assay to Find Inhibitors of Chronic Active B-Cell Receptor Signaling. Potency, µM (highest dose often 46.1 µM), inactives show at the top dose ratio change, negative = lower green/red ratio, actives largely listed as inhibitors. ABC-DLBCL IkBa-CBG/CBR reporter, luminescence ratio, 4 h. AID 493014, 2011. 0.05% of 340,000 active; active means well fitted inhibition curve with a large enough effect in the signal ratio, with a control signal flat, not every such curve was filed as active; inconclusive means small, poorly fitted or top-dose-only effect, or effect the other way, or a change in a side signal; the % refers to the signal ratio;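 further: potency means the concentration at half of the fitted maximal effect; plate controls were basal doxycycline-induced cells for no effect and cells given 10 µM MG132 for full effect; MG132 reads +100%, hits lower the ratio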
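TMD8 human ABC-DLBCL cells with doxycycline-inducible IκBα–green luciferase fusion and unfused red luciferase, in 0.5% FBS medium; compounds up to 46 uM, 4 h at 37C. Green/red luminescence ratio, filter-overlap corrected, fitted to concentration-response curves.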
KCNH2 3.1 block = qHTS for Inhibitors of KCHN2 3.1: Mutant qHTS; activity change, % (tested at about 1.8 µM); U2OS KCNH2 3.1, thallium flux FluxOr; stronger effect = lower value; 0.95% of 340,000 active;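 active means maximum activity change below -70%; inconclusive means maximum activity change from -70% to -50%; inactive means maximum activity change above -50%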;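 further: thallium influx rate constant from kinetic fluorescence after stimulation buffer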
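Normalized rate constant (relative to positive and negative DMSO controls) derived from a 2 min kinetic fluorescence read after stimulation; U2OS cells expressing the 3.1 isoform via virus at 1.77 x 10^8 /mL.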
GALK inh = qHTS Assay for Inhibitors of Human Galactokinase (GALK); Purified GALK, Kinase-Glo residual ATP luminescence; P51570; Potency, µM (titrated, usually from 57.5 µM), inactives show at the highest dose activity change, negative = inhibition, actives largely listed as inhibitors; 0.007% of 270,000 active; further: potency means the concentration at half of the fitted maximal effect
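The enzyme phosphorylates galactose (100 uM) using ATP (35 uM); inhibition is detected as higher residual ATP, quantified by bioluminescence after 1 h reaction at room temperature, pH 8.0.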
USP2a inh = qHTS Assay for Inhibitors of Ubiquitin-specific Protease USP2a Using CHOP2 as the Reporter | Ubiquitin carboxyl-terminal hydrolase 2 (Homo sapiens), O75604 | USP2 core, Ub-CHOP2 coupled fluorogenic reporter, 485/531 | Potency, µM (doses to about 38.3 µM), without a hit: top-dose activity change, negative = inhibition, most hits filed as inhibitors | 0.01% of 330,000 active | AID 463254, 2010;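 further: potency means the concentration at half of the fitted maximal effect; plate controls were DMSO wells for no effect and full inhibition by NEM control for full effect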
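Deubiquitinase activity read as fluorescence (485/531 nm) after Ub-CHOP2 cleavage activates the enterokinase reporter on its substrate; USP2 core 10nM, Ub-CHOP2 and substrate 25nM each, 30min compound preincubation then 60min RT; data normalized to NEM, curves fitted.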
uPA surface inh = qHTS for Inhibitors of Cell Surface uPA Generation; cell surface uPA generation assay, qHTS; Potency, µM (titrated, usually from 38.3 µM), for inactives: at the top dose activity change, negative = inhibition, hits mostly inhibitors; 0.31% of 330,000 active; AID 540303, 2011; active means well fitted inhibition curve with a large enough effect; inconclusive means small, poorly fitted or top-dose-only effect; inactive means no such curve, though single readings can be large or run the other way; tested in mouse RAW 264.7 cells; further: potency means the concentration at half of the fitted maximal effect; nearly all actives have a fitted effect of over 55% in size
Eya2 phos inh = qHTS Assay for Inhibitors of the Phosphatase Activity of Eya2 | Potency, µM (series often up to 76.9 µM), without a hit: at the highest dose activity, negative = inhibition, usual class: inhibitors | AID 488837, 2010 | Protein phosphatase EYA2 (Homo sapiens), O00167 | recombinant Eya2, OMFP fluorescence dephosphorylation (OMFP is methylfluorescein phosphate) | 0.006% of 330,000 active; further: potency means the concentration at half of the fitted maximal effect
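Eya2 protein (added as 0.2 uM solution) was preincubated with compound for 10 min at ambient temperature in 50 mM HEPES pH 7.5, 50 mM NaCl, 5 uM MgCl2, 0.05% BSA, 1 mM DTT. OMFP (added at 50 uM) then reacted 10 min; fluorescence read at 485/525 nm.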
PKM2 act = qHTS Assay for Activators of Human Muscle isoform 2 Pyruvate Kinase; 0.34% of 260,000 active; purified PKM2, Kinase-Glo ATP luminescence, activation; response scale: 0% is enzyme alone, no compound; Potency, µM (highest dose often 57.5 µM), for inactives: top-dose activation, actives largely listed as activators; further: potency means the concentration at half of the fitted maximal effect; nearly all actives have a fitted effect of over 55% in size
Target sequence (P14618 whole entry, looked up, canonical isoform): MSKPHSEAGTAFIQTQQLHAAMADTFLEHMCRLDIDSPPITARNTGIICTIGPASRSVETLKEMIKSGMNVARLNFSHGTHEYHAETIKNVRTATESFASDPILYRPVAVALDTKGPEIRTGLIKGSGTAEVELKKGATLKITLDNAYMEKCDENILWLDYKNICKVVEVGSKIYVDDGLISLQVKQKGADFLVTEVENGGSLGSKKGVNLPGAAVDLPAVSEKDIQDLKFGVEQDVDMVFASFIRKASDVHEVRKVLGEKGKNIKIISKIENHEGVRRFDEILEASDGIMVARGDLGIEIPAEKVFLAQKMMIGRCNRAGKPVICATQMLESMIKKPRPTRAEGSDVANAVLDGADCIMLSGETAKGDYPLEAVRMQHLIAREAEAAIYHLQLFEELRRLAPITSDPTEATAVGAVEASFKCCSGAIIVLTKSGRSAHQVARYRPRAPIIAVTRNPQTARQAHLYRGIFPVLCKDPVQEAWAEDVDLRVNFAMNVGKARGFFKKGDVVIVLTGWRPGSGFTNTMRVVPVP
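ATP formation by purified human PK-M2, quantified via coupled luciferase luminescence after 1 h at room temperature with 0.1 mM ADP and 0.5 mM PEP final.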
B2AR arrestin = qHTS assay of beta-arrestin-biased ligands of beta2-adrenergic receptor. Beta-2 adrenergic receptor (Homo sapiens), P07550. beta-arrestin recruitment to beta2AR, cell-based reporter. Potency, µM (series often up to 46.1 µM), for the others: at the highest dose activation, most hits filed as activators. 0.02% of 330,000 active. AID 492947, 2010;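 further: potency means the concentration at half of the fitted maximal effect; 0% = DMSO controls and full agonism = EC100 isoproterenol or metaproterenol; nearly all actives have a fitted effect of over 65% in size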
Target sequence (P07550 whole entry, looked up): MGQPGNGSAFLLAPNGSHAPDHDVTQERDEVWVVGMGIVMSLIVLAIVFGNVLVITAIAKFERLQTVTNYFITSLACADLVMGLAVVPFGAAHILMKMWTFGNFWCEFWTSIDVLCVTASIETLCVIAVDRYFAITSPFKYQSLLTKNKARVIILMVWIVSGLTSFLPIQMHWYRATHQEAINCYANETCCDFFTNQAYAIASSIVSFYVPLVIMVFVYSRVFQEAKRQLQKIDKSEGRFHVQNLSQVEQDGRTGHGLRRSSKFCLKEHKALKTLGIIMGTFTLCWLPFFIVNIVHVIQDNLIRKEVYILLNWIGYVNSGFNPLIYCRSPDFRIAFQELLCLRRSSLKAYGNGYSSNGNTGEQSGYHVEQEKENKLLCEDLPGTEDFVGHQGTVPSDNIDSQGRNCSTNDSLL
KCNH2 WT inh = qHTS for Inhibitors of KCHN2 3.1: Wildtype qHTS; U2OS, BacMam KCNH2, thallium flux FluxOr; stronger effect = lower value; AID 720551, 2013; activity change, % at 1.84 µM; 0.37% of 340,000 active;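 active means maximum activity change below -70%; inconclusive means maximum activity change between -70% and -50%; inactive means maximum activity change above -50%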
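U2OS cells were transduced with wild-type KCNH2 virus (2.03 x 10^8 / mL) for 4 h at room temperature, then cultured overnight at 37 C. Thallium flux was read with FluxOr dye. Rate constants were normalized to DMSO controls.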
Giardia killer = Small Molecules that selectively kill Giardia lamblia: qHTS; Giardia lamblia trophozoite viability; activity change, % at 7.66 µM, hits read low; 0.15% of 340,000 active; AID 540267, 2011; in the data active means activity change below about -80%; inconclusive means between about -30% and that limit;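 further: parasites exposed to compound for two days anaerobically before the ATP read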
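Viability, read as ATP luminescence: trophozoites at 100 cells/well, compound added, 48 hrs anaerobic at 37 deg C, then 15-30 min room-temperature development before reading.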
* marks the source's active call; other numbers are inactive results; ? = inconclusive; . = no result given; [ ] = remark or other dose. Unless noted, the call rests on the fitted dose curve; in most records, active means well fitted curve in the direction sought with a large enough effect; inconclusive means small, poorly fitted or top-dose-only effect, or another doubt; inactive means no such curve, though single readings can be large; an effect the other way counts as inactive or inconclusive. Unless noted, on the % scale 0 is the no-effect control and ±100 the full control effect.

SMILES	FBPA coupling cs	BCR signal inh	KCNH2 3.1 block	GALK inh	USP2a inh	uPA surface inh	Eya2 phos inh	PKM2 act	B2AR arrestin	KCNH2 WT inh	Giardia killer
CC(=O)Nc1ccc(NC(=O)COC(=O)c2c(C)nn(-c3ccccc3)c2C)cc1	2	?	5	-2%	3%	4%	2%	4%	0.6%	-4	2
COc1ccc(C(=O)N/N=C(\C)CC(=O)Nc2ccc3c(c2)OCO3)cc1	4	?	-3	3%	-2%	-1%	4%	-2%	0.2%	-4	3
C=CCOc1ccc(/C=C2\SC(N)=NC2=O)cc1OC	-3	?	0	.	0%	-13%	-1%	.	0.4%	-4	8
CC(=O)Nc1ccc(-c2nn[nH]n2)cc1Cl	1	2%	-24	0%	0%	-3%	2%	-1%	0.4%	13	11
O=C(NNC(=O)c1ccc(NC(=O)c2ccccc2)cc1)c1ccc(F)cc1	0	?	3	-2%	0%	-3%	8%	0%	-0.2%	3	-14
COc1ccc(-c2nn(CC(=O)N3CCCCC3)c(=O)c3ccccc23)cc1	1	-16%	.	.	3%	.	-6%	3%	-0.3%	.	.
Cc1ccc(NC(=S)N/N=C/c2c(Cl)cccc2Cl)c(C)c1	0	?	20	1%	-1%	-10%	-18%	5%	0.1%	-1	-12
CC(=O)Nc1cc2c(cc1NC(=O)Cn1nc(-c3ccccc3F)ccc1=O)OCCO2	0	-1%	.	-1%	-3%	.	3%	-10%	-1.1%	-6	-10
CN(C)c1ccc(C=C2C(=O)OC(C)(C(C)(C)C)OC2=O)cc1 (configuration not stated)	0	2%	0	0%	0%	1%	-11%	2%	-0.5%	0	-2
C[C@H](CO)N1C[C@H](C)[C@@H](CN(C)S(=O)(=O)c2cccs2)Oc2c(NS(=O)(=O)c3ccc(F)cc3)cccc2C1=O	.	3%	14	.	3%	-6%	2%	.	-1.4%	-8	-3
COc1cc(/C=N/N=C2/C(=O)Nc3ccccc32)ccc1O	0	?	0	2%	-2%	-16%	-7%	-7%	-1.2%	-16	1
Cc1ccccc1NC(=O)CN(C)S(=O)(=O)c1cccs1	0	?	2	-1%	-1%	?	?	7%	0.4%	6	-14
COc1cc(C=O)c(Br)cc1OCC(=O)NCc1ccccc1	2	-2%	1	9%	-2%	8%	-6%	3%	-0.1%	-2	-6
O=C(/C=C/c1ccco1)N/C(=C\c1ccco1)C(=O)NCCc1nc2ccccc2[nH]1	-1	?	-10	0%	5%	2%	0%	22%	-1.0%	-4	7
CC1CC(C)CN(C(=O)c2ccc(Br)c(S(=O)(=O)N3CCOCC3)c2)C1 (configuration not stated)	.	-2%	6	.	0%	-5%	2%	.	-0.2%	12	8
CNC(=O)c1[nH]cnc1C(=O)NCC(=O)OCc1ccccc1	2	-3%	-14	.	0%	15%	8%	2%	0.1%	-8	-13
CC(C)OC(=O)CC12CN(C)CC(CC(=O)OC(C)C)(CN(C)C1)C2=O	1	8%	1	.	0%	-4%	-18%	-7%	-0.5%	17	-26
Cc1ccccc1OC(C)C(=O)Nc1cccnc1 (configuration not stated)	.	3%	-3	6%	1%	-4%	-4%	-7%	-0.3%	-1	-4
CO/N=C/c1cn(-c2ccc(Cl)cc2)nn1	1	?	1	2%	4%	-2%	3%	1%	-0.5%	0	-23
CCOC(=O)c1csc(-c2sccc2Br)n1	0	5%	-31	9%	-2%	0%	-16%	-36%	0.6%	3	8
COc1ccc(C(=O)NCC(=O)N/N=C/c2cccc(OC(=O)c3ccco3)c2)cc1OC	0	-2%	-3	-1%	0%	2%	15%	2%	0.1%	-75*	5
Nc1nc(SCC(=O)c2ccc(Oc3ccccc3)cc2)n[nH]1	0	?	-12	-2%	2%	.	-11%	0%	0.0%	-20	-7
O=S(=O)(c1ccc(Cl)cc1)N1CCN=C1SCc1cccnc1	-6	4%	4	1%	0%	-6%	12%	26%	0.2%	7	12
CCSc1nnc(NC(=O)C2CCN(C(=O)c3ccc(F)cc3)CC2)s1	.	2%	-9	.	2%	-1%	5%	.	-0.2%	9	1
O=C(CSC1=NCCN1)Nc1cccc([N+](=O)[O-])c1	1	?	9	-1%	2%	-7%	-11%	-12%	0.4%	7	5
c1ccc(-c2sc3ccccc3c2-c2ccc(OCCN3CCCCC3)cc2)cc1	.	-1%	-31	.	3%	-2%	-14%	.	0.1%	7	8
Cc1cccn2c(=O)c(C=NCc3ccco3)c(Nc3ccc(SC(F)F)cc3)nc12	-1	1%	-3	0%	1%	-3%	0%	0%	0.0%	-9	-16
COC(=O)N1CC(c2ccccc2)CC1=O (configuration not stated)	3	?	-4	1%	-1%	.	2%	5%	-0.3%	-7	0
CCN1CCc2c(C#N)c(NCc3ccccc3)nc(NCCO)c2C1	-23	1%	1	6%	3%	2%	1%	8%	0.0%	3	0
Cc1cccc(N2CCN(C(=O)CCS(=O)(=O)c3ccc4c(c3)NC(=O)CO4)CC2)c1C	-5	?	-7	0%	-1%	-3%	-8%	2%[0.46 µM]	0.4%	-3	4
O=C(CN1CCN(c2ccc(F)cc2)CC1)Nc1cccc(C(F)(F)F)c1	5	?	2	-1%	-10%	7%	-13%	6%	-1.9%	3	-19
COCCNC(=O)c1ccc(N2CCC3(CC2)OCCO3)c([N+](=O)[O-])c1	2	-5%	2	-1%	4%	3%	8%	-8%	0.2%	-5	?
CCN(CC(=O)Nc1ccc2c(c1)OCCO2)C(=O)/C=C/c1ccc(F)cc1	0	-1%	0	1%	-1%	-1%	-6%	6%	0.5%	-1	22
CCc1nc(SCCO)c2oc3ccccc3c2n1	3	?	12	1%	0%	-10%	4%	1%	-0.1%	-1	-27
Cc1cc(S(=O)(=O)N2CCCCC2)c(C)s1	-3	-1%	9	-3%	1%	9%	0%	-1%	-0.2%	-3	-6
Cc1cccc(Cn2c(=O)c3c(nc4n3CCN4Cc3ccco3)n(C)c2=O)c1	3	5%	13	-1%	-1%	5%	4%	4%	-0.9%	-21	4
O=C(c1cnccn1)N(c1ccccc1)C1(C(=O)NC2CCCC2)CCCCC1	-1	-3%	9	0%	3%	1%	-8%	2%	-2.0%	4	-20
CCOc1cc2[nH]c(=O)n(CC3CCC(C(=O)NCCCOC)CC3)c(=O)c2cc1OCC (configuration not stated)	-2	6%	-5	-2%	6%	9%	12%	-14%	-0.2%	-1	-19
CC1CC(C)CN(S(=O)(=O)c2ccc(NC(=O)c3ccc(=O)[nH]c3)cc2)C1 (configuration not stated)	.	?	7	.	-1%	?	-3%	.	-0.3%	-2	-4
COCCNC(=O)c1cccc(OC2CCN(Cc3ccccc3C)CC2)c1	2	2%	1	-7%	-1%	3%	6%	4%	0.1%	5	-5
COc1cccc(CNC(=O)Cc2ccc(Br)cc2)c1	0	?	2	0%	3%	2%	-6%	15%	-0.3%	-13	-14
Cc1ccc(C2=CC(c3ccc(N(C)C)cc3)n3nnnc3N2)cc1 (configuration not stated)	0	1%	5	2%	0%	?	17%	1%	-0.6%	2	7
COc1cc(NC(=O)c2cccs2)c(OC)cc1NC(=O)Nc1ccc(F)cc1	-3	9%	-32	-2%	0%	-2%	1%	4%	0.2%	16	-24
CN(C)c1cccc(C(=O)NCC(c2ccco2)N(C)C)c1 (configuration not stated)	1	5%	2	1%	5%	-8%	13%	.	0.1%	3	-20
COc1ccc(OCC(=O)NNC(=O)C(=O)Nc2ccccc2)cc1	.	-3%	17	.	0%	-17%	-19%	.	0.5%	-34	9
Cc1nn(C)c(C)c1S(=O)(=O)N(CC(=O)Nc1nccs1)c1ccc(C(C)C)cc1	4	1%	-1	-1%	1%	-1%	1%	2%	-0.9%	-2	25
Cc1cccc(-n2[nH]c3c4c(ccc3c2=O)C(=O)c2ccccc2C4=O)c1	3	?	-16	-1%	-1%	2%	0%	-6%	3.6%	-1	-29
COc1ccc2oc3cc(C)[n+]([O-])c(-c4ccc(Cl)cc4)c3c2c1	0	1%	-8	2%	-4%	8%	-1%	16%	0.0%	27	12
COc1ccc(C(=O)NCC(=O)N/N=C/c2c(C)[nH]c3ccccc23)cc1	.	1%	7	-3%	-1%	33%[activator]	-8%	.	0.0%	4	2
CCCCNC(=O)O[C@H]1C[C@@H]2CCN3C(=O)CCC[C@H]([C@H]1CC)[C@H]23	0	-28%	.	.	-1%	-2%	-13%	-5%	-0.2%	-1	4
